Bioassay records deposited in PubChem by National Center for Advancing Translational Sciences (NCATS).
KAT2A inh: inhibitors of human GCN5L2 histone acetyltransferase; Q92830; GCN5L2 HAT assay, ThioGlo1 CoA-SH fluorescence; Potency, µM (top dose mostly 58.9 µM), inactives show top-dose activity change, negative = inhibition, hits mostly inhibitors; 390,000 tested, 0.21% active
Target sequence (Q92830 whole entry, looked up): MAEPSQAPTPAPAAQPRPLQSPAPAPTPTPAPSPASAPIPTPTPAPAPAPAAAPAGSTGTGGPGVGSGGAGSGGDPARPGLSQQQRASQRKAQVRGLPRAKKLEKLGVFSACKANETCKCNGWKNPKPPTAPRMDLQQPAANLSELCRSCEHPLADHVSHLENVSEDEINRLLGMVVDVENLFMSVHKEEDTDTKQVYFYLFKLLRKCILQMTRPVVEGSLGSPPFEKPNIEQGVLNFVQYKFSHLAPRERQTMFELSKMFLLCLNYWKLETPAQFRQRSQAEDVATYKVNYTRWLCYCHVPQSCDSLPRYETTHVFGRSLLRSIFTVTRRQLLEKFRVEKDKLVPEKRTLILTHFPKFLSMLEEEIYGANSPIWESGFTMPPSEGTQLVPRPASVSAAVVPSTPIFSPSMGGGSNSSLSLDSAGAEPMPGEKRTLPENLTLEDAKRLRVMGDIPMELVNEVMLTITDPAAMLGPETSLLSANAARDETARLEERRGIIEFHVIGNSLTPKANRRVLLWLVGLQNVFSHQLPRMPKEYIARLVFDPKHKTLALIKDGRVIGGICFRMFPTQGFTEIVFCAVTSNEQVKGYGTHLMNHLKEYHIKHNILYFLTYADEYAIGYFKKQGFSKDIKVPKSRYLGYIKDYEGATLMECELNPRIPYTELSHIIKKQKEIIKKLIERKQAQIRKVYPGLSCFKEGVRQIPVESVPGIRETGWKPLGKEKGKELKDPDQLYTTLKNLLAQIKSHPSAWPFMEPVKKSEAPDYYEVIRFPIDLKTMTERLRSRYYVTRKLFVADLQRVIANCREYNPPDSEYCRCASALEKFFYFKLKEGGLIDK
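Free CoA generated was detected with ThioGlo1 (50uM) fluorescence at Ex340nm/Em540nm, read immediately and after 20 min at room temperature. Enzyme, 20 nM in HEPES pH 7.5 buffer, saw compounds 15 min before adding 75uM H3(1-25) peptide and 70uM acetyl-CoA.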
DT40 TDP1 CPT: DT40-hTDP1 cell growth loss with CPT; chicken DT40 Tdp1-/-;hTDP1 cells + 20 nM CPT, ATP luminescence, 48 h; Potency, µM (doses to about 46.2 µM), for inactives: top-dose activity change, negative = growth inhibition, actives largely listed as inhibitors; 420,000 tested, 12% active; also: nearly all actives have a fitted effect of over 55% in size
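Cell growth measured by CellTiter-Glo luminescence after a minimum 48 h, 37 C compound exposure with 20 nM CPT in Tdp1-knockout DT40 cells stably expressing hTDP1, seeded 400/well; qHTS titration format.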
DT40 TDP1 no CPT: qHTS for Inhibitors of human tyrosyl-DNA phosphodiesterase 1 (TDP1): qHTS in cells in absence of CPT | DT40 Tdp1-/- hTDP1 cells, no CPT, ATP luminescence, 48 h | Potency, µM (top dose mostly 46.2 µM), without a hit: at the highest dose activity change, negative = growth inhibition, actives largely listed as inhibitors | 420,000 tested, 15% active | AID 686978, 2013; also: nearly all actives have a fitted effect of over 55% in size
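DT40 Tdp1-/-;hTDP1 cells, no CPT (DMSO vehicle only), 400 cells/well; compounds pin-transferred; ≥48 hr, 37 °C; CellTiter-Glo 30 min RT dark, luminescence read.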
* hit, by the source's call; ? = inconclusive; . = not tested or not shown; & = joins results of further samples. Calls follow the shape of the dose curve; as a rule, active = well fitted curve in the direction sought with a large enough effect; inconclusive = small, poorly fitted or top-dose-only effect, or another doubt; inactive = no such curve, though single readings can be large; an effect the other way counts as inactive or inconclusive. % is scaled to controls: 0 for no effect and ±100 for the full control effect; potency is read from the fitted curve at half-maximal effect.

[1] CN(C)/C=C/C(=O)c1cc(F)cc(C(F)(F)F)c1
[2] Cc1ccc(S(=O)(=O)/N=C2\SC(CC(=O)Nc3ccc(F)cc3)C(=O)N2c2ccccc2)cc1 (centres undefined)
[3] Cc1cc(NC(=O)c2ccco2)ccc1NC(=O)c1ccco1
[4] Cc1nn(CC(=O)NC2CC2)c(C)c1S(=O)(=O)NC(C)(C)C
[5] Cc1ccc(C(=O)OCC(=O)N2CCC(c3ccccc3)=N2)cc1
[6] COc1ccc(CCNC(=O)CSc2cn(Cc3cccc(C)c3)c3ccccc23)cc1OC
[7] COc1ccc(-c2cn3cc([N+](=O)[O-])ccc3n2)cc1OC
[8] CN(C)c1ccc(Nc2ccc([N+](=O)[O-])cn2)cc1
Compound,1,2,3,4,5,6,7,8
DT40 TDP1 CPT,2%,-2%,?,0%,?,-78%,?,1%
DT40 TDP1 no CPT,1%,-17%,?,9%,?,?,?,?
KAT2A inh,-3%,-5%,-9%,3%,-7%,-11%,-15%,0%

[9] COc1ccccc1C(=O)OCC(=O)NC(=O)NCc1ccccc1
[10] COc1cccc(CNC(=O)c2cc(S(=O)(=O)N3CCCCCC3)cn2C)c1
[11] CCSc1ccccc1C(=O)N1CCN(Cc2ccc3c(c2)OCO3)CC1
[12] CCC/C=C(\CCC)C(NC(=O)c1ccc(C(=O)OC)cc1)c1ccc(C(=O)OC)cc1 (centres undefined)
[13] CNC(=O)c1cc(S(=O)(=O)Nc2ccc3c(c2)OCO3)ccc1C
[14] O=c1cc(-c2ccccc2)[nH]c2ccccc12
[15] O=C(NC1CCCCCC1)c1ccc2nc3cc(Cl)ccc3c(=O)n2c1
[16] COc1ccc(Cl)cc1C(=O)NC(=S)Nc1nc(C)cc(C)n1
Compound,9,10,11,12,13,14,15,16
DT40 TDP1 CPT,19%,?,-18%,9.2µM*,4%,0.52µM*,?,2%
DT40 TDP1 no CPT,0%,?,-11%,7.3µM*,1%,0.92µM*,?,-19%
KAT2A inh,-2%,-5%,-6%,.,2%,-3%,1%,.

[17] Cc1nc2sc(C)c(C)c2c(=O)[nH]1
[18] O=C(O)c1ccc(C2Nc3ccccc3C(=O)N2Cc2ccccc2)cc1 (centres undefined)
[19] CN(C(=O)COC(=O)c1ccc(Cl)nc1)C1CCS(=O)(=O)C1 (centres undefined)
[20] CCOc1ccc(OC(=O)c2cn(-c3ccc(C)cc3)c(=O)c3ccccc23)cc1
[21] COc1ccc(/C(C)=N\NS(=O)(=O)c2ccccc2)cc1OC
[22] O=C1OC(C(=O)Nc2cccc(Br)c2)Cc2ccccc21 (centres undefined)
[23] COc1nccnc1NS(=O)(=O)c1ccc(NC(=S)NC(=O)c2ccc(F)c(F)c2)cc1
[24] Cc1cc2c(cc1S(=O)(=O)N(C)c1ccccc1)n(C)c(=O)n2C
Compound,17,18,19,20,21,22,23,24
DT40 TDP1 CPT,-29%,-10%,-4%,?,2%,9%,4%,-11%
DT40 TDP1 no CPT,0%,-6%,-13%,16µM*,5%,2%,-12%,?
KAT2A inh,1%,-3%,1%,-3%,-1%,0%,11%,3%

[25] CCOC(=O)c1ccc(NC(=O)CN2CCN(CCN=CC3=C(O)CC(C)(C)CC3=O)CC2)cc1
[26] CCOc1ccc(C(=O)c2ccccc2C(=O)O)cc1OCC
[27] C=CCOn1c(=O)c(-c2ccc(F)cc2)[n+]([O-])c2ccccc21
[28] COc1cc2c(c(OC)c1OC)-c1ccc(OC)c(=O)cc1[C@@H](N(C)CC#CCO)CC2
[29] CCCC(=O)N1CCC1(C)C(=O)Nc1cc(C)ccc1C (centres undefined)
[30] O=C(CSc1c[nH]c2ccccc12)NCc1ccc2c(c1)OCO2
[31] CCN(CC)CCNC(=O)CCN1N=C(c2ccccc2)CCC1=O
[32] Cc1cc(C)cc(NC(=O)N2CCCN(c3ncccc3[N+](=O)[O-])CC2)c1
Compound,25,26,27,28,29,30,31,32
DT40 TDP1 CPT,13%,0%,2%,0.21µM*,-1%,-4%,-5%,?
DT40 TDP1 no CPT,-7%,0%,-23%,0.18µM*,7%,-28%,15%,?
KAT2A inh,-4%,-2%,1%,-17%,.,0%,-2%,-4%

[33] O=C(Nc1ccccc1)c1ccccc1Oc1ccc(C(F)(F)F)cc1[N+](=O)[O-]
[34] O=C1c2ccccc2C(=O)c2c([N+](=O)[O-])ccc(O)c21
[35] CCCS(=O)(=O)c1c(S(=O)(=O)CCC)c2cnccn2c1C(=O)c1ccc(F)cc1
[36] O=C(COC(=O)c1ccccc1OCCOc1ccccc1)Nc1cccc(Br)c1
[37] Cc1ccc(CN(C)C(=O)c2ccc(NS(=O)(=O)c3ccc4[nH]c(=O)[nH]c4c3)cc2)cc1
[38] Cc1cc(C(F)(F)F)cc(NNC(=O)NC(=O)c2ccccc2Cl)n1
[39] Cc1cc(O)c(C(C)C)cc1N=Cc1ccc([N+](=O)[O-])cc1
[40] CC1CCN(S(=O)(=O)c2ccc3c(c2)CCN3C(=O)Nc2ccccc2Br)CC1
Compound,33,34,35,36,37,38,39,40
DT40 TDP1 CPT,-23%,-16%,-9%,-12%,3%,8%,7.3µM*,-34%
DT40 TDP1 no CPT,?,21µM*,-15%,-20%,-1%,-1%,16µM*,-13%
KAT2A inh,-9%,-2%,4%,.,2%,-2%,.,-7%

[41] Cc1nc(N)nc(OCC(F)(F)C(F)F)c1Br
[42] CN1CCNC(=O)C1CC(=O)N1CC=C(c2ccc(F)cc2)CC1 (centres undefined)
[43] CNC(=S)NNC(=O)Cc1ccccc1
[44] COCc1cc(C)nc2sc(C(=O)Nc3ccc(OC)cc3)c(N)c12
[45] CCOC(=O)C1=C(COC(=O)c2cccc(N(C)C)c2)NC(=O)NC1C (centres undefined)
[46] CCCc1nn2c(=O)cc(CSCC(=O)Nc3nnc(CC)s3)nc2s1
[47] CNC(=O)NC(=O)COC(=O)CCCSc1nc2ccccc2s1
[48] COc1ccc(C2CC(c3cccs3)=NN2c2ccc(F)cc2)cc1OC (centres undefined)
Compound,41,42,43,44,45,46,47,48
DT40 TDP1 CPT,-7%,11%,1%,-3%,-3%,-7%,-6%,6%
DT40 TDP1 no CPT,-11%,4%,-6%,-13%,-20%,8%,-25%,-8%
KAT2A inh,-9%,-2%,3%,-7%,-4%,-1%,3%,4%

[49] O=C(NCCN1CCN(C(=O)c2cccs2)CC1)c1cccs1
[50] O=C(Nc1ccc2c(c1)N(C1CCCC1)C(=O)c1ccccc1S2)c1ccccc1
[51] COc1ccc(CNc2ccc(C(=O)O)cc2)cc1
[52] CN(CC(=O)NCc1ccccc1Cl)S(=O)(=O)c1cccs1
[53] CC(=O)C(Cc1ccccc1)NC(=O)CN1CCN(Cc2ccccc2)CC1 (centres undefined)
[54] COc1ccc(N2CCN(C(=O)/C=C/[C@H]3O[C@@H](n4ccc(=O)[nH]c4=O)[C@H](O)[C@@H]3O)CC2)cc1
[55] O=C(Nc1cccc(F)c1)Nc1nnc([C@@H]2O[C@H](CO)[C@@H](O)[C@H]2O)s1
[56] COc1ccc(N2CC(NS(=O)(=O)c3cccnc3)CC2=O)cc1OC (centres undefined)
Compound,49,50,51,52,53,54,55,56
DT40 TDP1 CPT,-18%,?,-7%,-3%,-16%,-7%,-13%,5%
DT40 TDP1 no CPT,-18%,12µM*,5%,-5%,-24%,0%,-8%,-2%
KAT2A inh,2%,-2%,-12%,-1%,-3%,.,.,-6%

[57] CCC(C)Oc1nc(C)cc(C)c1S(=O)(=O)c1ccccc1C (centres undefined)
[58] O=C(CCCN1C(=O)/C(=C/c2cccc(Br)c2)SC1=S)NCCCN1CCOCC1
[59] CC(C)=CCC[C@H](C)C[C@@H]1Cc2[nH][nH]c(=O)c2[C@H](c2ccc(Cl)cc2)O1
[60] C=Cc1ccc(Cn2nc(-c3ccc(C)cc3)ccc2=O)cc1
[61] COc1ccccc1-n1cnc2cc(NCc3ccco3)ccc21
[62] Cc1ccn2c(C(=O)N/N=C\c3ccccc3[N+](=O)[O-])c(C)nc2c1
[63] COc1cccc(-c2nc3nc(C)cc(C)n3c2NC2CCCCC2)c1
[64] CC(C)C[C@@H](C(=O)NC1CCN(Cc2ccccc2)CC1)N1C(=O)N2CCc3c([nH]c4ccccc34)[C@@]2(C)C1=O
Compound,57,58,59,60,61,62,63,64
DT40 TDP1 CPT,?,26µM*,?,?,1.5µM*,0%,18µM*,12µM*
DT40 TDP1 no CPT,16µM*,?,?,?,1.3µM*,-24%,21µM*,21µM*
KAT2A inh,-21%,-3%,.,-7%&-6%,-13%,.,.,-11%

15 structures out of the list, sorted by formula weight, highest first.
[64] CC(C)C[C@@H](C(=O)NC1CCN(Cc2ccccc2)CC1)N1C(=O)N2CCc3c([nH]c4ccccc34)[C@@]2(C)C1=O
[58] O=C(CCCN1C(=O)/C(=C/c2cccc(Br)c2)SC1=S)NCCCN1CCOCC1
[54] COc1ccc(N2CCN(C(=O)/C=C/[C@H]3O[C@@H](n4ccc(=O)[nH]c4=O)[C@H](O)[C@@H]3O)CC2)cc1
[50] O=C(Nc1ccc2c(c1)N(C1CCCC1)C(=O)c1ccccc1S2)c1ccccc1
[48] COc1ccc(C2CC(c3cccs3)=NN2c2ccc(F)cc2)cc1OC (centres undefined)
[53] CC(=O)C(Cc1ccccc1)NC(=O)CN1CCN(Cc2ccccc2)CC1 (centres undefined)
[56] COc1ccc(N2CC(NS(=O)(=O)c3cccnc3)CC2=O)cc1OC (centres undefined)
[59] CC(C)=CCC[C@H](C)C[C@@H]1Cc2[nH][nH]c(=O)c2[C@H](c2ccc(Cl)cc2)O1
[47] CNC(=O)NC(=O)COC(=O)CCCSc1nc2ccccc2s1
[63] COc1cccc(-c2nc3nc(C)cc(C)n3c2NC2CCCCC2)c1
Compound,64,58,54,50,48,53,56,59,47,63
DT40 TDP1 CPT,12µM*,26µM*,-7%,?,6%,-16%,5%,?,-6%,18µM*
DT40 TDP1 no CPT,21µM*,?,0%,12µM*,-8%,-24%,-2%,?,-25%,21µM*
KAT2A inh,-11%,-3%,.,-2%,4%,-3%,-6%,.,3%,.

[49] O=C(NCCN1CCN(C(=O)c2cccs2)CC1)c1cccs1
[62] Cc1ccn2c(C(=O)N/N=C\c3ccccc3[N+](=O)[O-])c(C)nc2c1
[57] CCC(C)Oc1nc(C)cc(C)c1S(=O)(=O)c1ccccc1C (centres undefined)
[61] COc1ccccc1-n1cnc2cc(NCc3ccco3)ccc21
[51] COc1ccc(CNc2ccc(C(=O)O)cc2)cc1
Compound,49,62,57,61,51
DT40 TDP1 CPT,-18%,0%,?,1.5µM*,-7%
DT40 TDP1 no CPT,-18%,-24%,16µM*,1.3µM*,5%
KAT2A inh,2%,.,-21%,-13%,-12%

(continued)
[65] Cc1nc2ccccn2c1C(=O)CSc1cccc(Cl)c1
[66] Cc1ccc(C(C)C)c2oc(=O)cc(-c3ccc(-c4ccc(C(F)(F)F)cc4)cc3)c12
[67] COc1ccc(N2C(=O)CC(N3CCC(C(N)=O)CC3)C2=O)cc1 (centres undefined)
[68] O=C1CC[C@@H]2C[C@@]3(C[C@@H]4CCN1[C@H]24)Nc1cc([N+](=O)[O-])ccc1NC3=NCc1ccccc1
[69] CCOc1ccc2oc(C(=O)OCC(=O)N3CC(C)OC(C)C3)c(C)c2c1 (centres undefined)
[70] COc1ccc(S(=O)(=O)NN=C2CCCC2)cc1
[71] O=C(O)c1ccc(CSc2nnc(-c3cccnc3)n2-c2ccc(Br)cc2)cc1
[72] CCOC(=O)CCc1c(C(=O)OCC)[nH]c(CC)c1C(=O)OCc1ccccc1
Compound,65,66,67,68,69,70,71,72
DT40 TDP1 CPT,?,15µM*,-10%,?,-29%,-7%,-19%,?
DT40 TDP1 no CPT,?,21µM*,-3%,?,?,-5%,-11%,?
KAT2A inh,-4%,-3%&-8%,-1%,.,-2%,-2%,0%,-2%

[73] CCCCC(=O)NC(c1ccc(C(C)C)cc1)c1ccc2cccnc2c1O (centres undefined)
[74] Cc1cc([N+](=O)[O-])nn1CCCC(=O)NC(C)c1ccccc1 (centres undefined)
[75] COC(=O)c1ccc(C(=O)OC)c(=O)[nH]1
[76] CCC(C)(C)n1nnnc1C(c1cc2cc(C)ccc2[nH]c1=O)N1CCCc2ccccc21 (centres undefined)
Compound,73,74,75,76
DT40 TDP1 CPT,5.8µM*,9%,14%,?
DT40 TDP1 no CPT,3.3µM*,5%,-2%,?
KAT2A inh,?,-2%,?,-5%
